Bioassay records: PubChem BioAssay, Broad Institute
RAD54 branch = inhibitors of human RAD54 branch migration; Q92698; inhibition, % at 10.4 µM; RAD54 Holliday junction branch migration, FAM/BHQ fluorescence; actives 0.14% (n = 360,000);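 active = mean normalized replicate activity at least 40 and at least half of replicates scoring 40 or more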;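 also: 0% = median of neutral control wells and 100% = median of positive control wells; inhibitors cause a drop in the FAM fluorescence signal; in these data hits start at about 50%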
PglD inh = blocks C. jejuni PglD acetyltransferase activity | actives 0.098% (n = 360,000) | purified PglD enzyme, DTNB colorimetric CoA detection | inhibition, % at 12.5 µM; in the data active = inhibition above about 16%, passing the limit was not always enough; also: strong numbers were not always called active
E-selectin induc = induces E-selectin expression in human endothelial cells; HUVEC E-selectin immunofluorescence imaging; normalized: neutral wells 0, TNF-alpha wells 100; P16581; activation, % at 7.58 µM; actives 0.37% (n = 260,000);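 active = mean E-selectin-positive cell signal at least 10% of the positive control, reached in at least 60% of replicates, without over 20% cell loss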;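 also: in these data hits start at about 27%; measured in HUVEC primary endothelial cells; signal is the percent of cells scored E-selectin positive by PE staining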
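Material: HUVEC primary endothelial cells; Amount: 3,000 cells per well; Dosing: single concentration; Medium: EGM-2 growth medium on 0.1% gelatin-coated wells; Read-out basis: percent E-selectin-positive cells; Signal: immunofluorescence imaging; Control set: TNF-alpha, DMSO.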
CASP6 VEID inh = inhibitors of human caspase-6; inhibition, % at 12.5 µM; P55212; actives 0.53% (n = 350,000); AID 686996; purified caspase-6, Z-VEID-R110 cleavage fluorescence;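 active = mean inhibition across replicates at least about 35%, with every replicate also reaching that limit, limit read from the data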;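 also: 0% = median of neutral control wells and 100% = no fluorescence left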
ARNT TACC3 PPI = disrupts binding between human ARNT and TACC3; Q9Y6A5; inhibition, % at 9.99 µM; AlphaScreen His-ARNT PAS-B/GST-TACC3 binding, luminescence; TACC3 fragment carries E629A point mutation; actives 0.66% (n = 390,000);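 active = mean inhibition of replicates at least 50% and at least half of replicates each reaching 50%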;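 also: 0% = complete ARNT plus TACC3 wells and 100% = ARNT alone without TACC3; many hits fall short of the cut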
ERp5 inh = blocks human ERp5 reductase activity on insulin; ERp5 insulin aggregation, absorbance 650 nm, 90 min; Q15084; actives 0.05% (n = 350,000); inhibition, % at 9.99 µM;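 active = mean replicate inhibition above about 25%, with every replicate also reaching it, limit read from the data, passing the limit was not always enough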
Target sequence (Q15084 whole entry, looked up): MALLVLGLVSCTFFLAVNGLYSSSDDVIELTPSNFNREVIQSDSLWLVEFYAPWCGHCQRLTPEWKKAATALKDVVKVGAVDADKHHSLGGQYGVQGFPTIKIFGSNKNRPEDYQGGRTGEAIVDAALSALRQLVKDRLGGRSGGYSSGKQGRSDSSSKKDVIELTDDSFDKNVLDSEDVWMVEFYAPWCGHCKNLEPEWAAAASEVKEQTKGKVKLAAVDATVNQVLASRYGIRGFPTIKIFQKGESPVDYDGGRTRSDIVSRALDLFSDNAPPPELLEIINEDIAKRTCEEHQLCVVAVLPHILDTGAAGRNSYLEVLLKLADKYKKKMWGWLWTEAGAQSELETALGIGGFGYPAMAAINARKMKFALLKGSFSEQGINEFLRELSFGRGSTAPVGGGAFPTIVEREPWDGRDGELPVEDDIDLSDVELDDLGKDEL
RAD52 inh = inhibitors of human RAD52 DNA annealing; AID 651710; inhibition, % at 18.7 µM; actives 0.46% (n = 360,000); P43351; recombinant RAD52 DNA annealing, FRET fluorescence;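 active = every replicate showing at least 50% inhibition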
Target sequence (P43351 whole entry, looked up): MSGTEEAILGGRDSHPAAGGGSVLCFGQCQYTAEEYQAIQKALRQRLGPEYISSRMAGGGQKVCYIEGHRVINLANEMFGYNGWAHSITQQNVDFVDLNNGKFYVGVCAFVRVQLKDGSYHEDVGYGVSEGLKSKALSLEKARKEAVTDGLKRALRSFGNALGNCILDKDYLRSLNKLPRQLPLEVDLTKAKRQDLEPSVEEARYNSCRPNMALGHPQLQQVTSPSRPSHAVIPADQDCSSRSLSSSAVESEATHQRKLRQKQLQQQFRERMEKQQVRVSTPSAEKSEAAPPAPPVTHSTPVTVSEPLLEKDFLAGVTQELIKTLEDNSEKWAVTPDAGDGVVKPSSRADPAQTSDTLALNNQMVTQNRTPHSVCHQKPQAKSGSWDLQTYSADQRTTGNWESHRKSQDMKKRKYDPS
esBAF inh = inhibitors of esBAF chromatin remodeling in mouse ES cells; Bmi1-luciferase knock-in reporter, 24 h; 100% = twice the neutral-well signal; reporter increase, % at 12.5 µM; actives 2% (n = 350,000); AID 602393; in the data active = activation above about 40%;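 also: 0% = median of the plate's neutral control wells and 100% = double that signal; a rise in the Bmi1 reporter signal indicates esBAF inhibition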
* hit, by the source's call; / = not tested or not shown.

SMILES	RAD54 branch	PglD inh	E-selectin induc	CASP6 VEID inh	ARNT TACC3 PPI	ERp5 inh	RAD52 inh	esBAF inh
Cc1cc(S(=O)(=O)NC2CCCCC2)ccc1OCC(=O)NCC1CCCO1 (centres undefined)	5	-3	/	3	5	2	0	1
CN(C)C1CCN(C(=O)c2cccc(OC3CCN(S(=O)(=O)N(C)C)CC3)c2)C1 (centres undefined)	-3	0	0.0	2	-3	-2	-14	0
COc1ccccc1S(=O)(=O)N1CC[C@@H]2[C@H]1c1cc(-c3ccc(C#N)cc3)ccc1N(C)[C@H]2CO	5	-1	-0.4	/	38	/	/	-2
CCN(CC)S(=O)(=O)c1ccc(NC(=O)CCC2CCCCC2)cc1	-6	7	/	/	-21	/	/	-23
O=c1cc(NCc2ccco2)[nH]c(=O)n1-c1ccc(Br)cc1	-12	-5	/	/	-3	/	/	2
O=C(Nc1cccc(S(=O)(=O)N2CCCCC2)c1)c1ccc2c(c1)OCO2	-15	-3	0.4	-5	0	-5	-2	2
CCN(CC(=O)Nc1ccc2c(c1)OCCO2)Cc1cc(=O)n2ccsc2n1	/	/	0.0	-3	3	-6	2	/
CCN(CC)C1CCN(C(=O)CCc2nnc(CCCCc3ccccc3)o2)C1 (centres undefined)	/	/	/	-3	-31	3	-27	/
CNC[C@H]1Oc2c(NC(=O)Nc3ccc4c(c3)OCO4)cccc2C(=O)N([C@H](C)CO)C[C@H]1C	-2	4	-0.1	-3	-1	-2	-6	-6
COC(=O)C[C@@H]1CC[C@H]2[C@@H](COc3ccc(NC(=O)Cc4cccs4)cc3C(=O)N2C)O1	3	1	0.0	/	/	4	7	6
CCC(NS(=O)(=O)c1ccc(C)cc1)C(=O)N1CCN(c2ccccn2)CC1 (centres undefined)	9	5	0.5	2	/	2	-10	-2
C[C@@H]1CN([C@H](C)CO)S(=O)(=O)c2ccc(-c3cncnc3)cc2O[C@H]1CN(C)C(=O)C1CCCCC1	3	-2	0.0	/	1	0	5	6
Cc1ccnc(NC(=O)c2ccc(Cl)c([N+](=O)[O-])c2)c1	6	9	/	-3	-5	2	6	30
COCC(=O)Nc1ccc2c(c1)[C@@H]1C[C@@H](CC(=O)NCc3cccnc3)O[C@H](CO)[C@@H]1O2	-3	1	0.1	-3	3	-8	-7	0
Cc1ccccc1C(=O)NC1CCN(CC(=O)NCc2ccc(F)cc2)CC1	/	/	3.2	16	-5	4	-10	/
COC(=O)c1ccccc1C(=O)N1CCCC(CCC(=O)NCc2ccc(F)c(F)c2)C1 (centres undefined)	-5	2	0.5	-2	-6	8	-7	4
CC(=O)N1CCc2cc(S(=O)(=O)NCCC(=O)NCCc3ccccc3)ccc21	5	0	/	/	-1	/	/	-5
O=C(Nc1ccc(Cl)c(C(F)(F)F)c1)[C@@H]1CC=C[C@@H]2CCN(Cc3ccccc3)C(=O)[C@@H]21	3	2	-0.5	/	-2	-1	-16	-4
Cc1noc(C)c1NC(=O)Nc1ccc2c(c1)C(=O)N([C@@H](C)CO)C[C@@H](C)[C@H](CN(C)Cc1ccc(C(=O)O)cc1)OCCCC[C@@H](C)O2	-5	-2	-0.1	/	-4	/	/	1
C[C@@H]1CCCCO[C@H](CN(C)C(=O)CCC(F)(F)F)[C@@H](C)CN([C@@H](C)CO)C(=O)c2cc(NC(=O)CCC(F)(F)F)ccc2O1	3	-2	/	0	2	1	-15	-2
C[C@@H]1CCCCO[C@@H](CN(C)C(=O)Nc2ccc(C(F)(F)F)cc2)[C@@H](C)CN([C@H](C)CO)C(=O)c2cc(NC(=O)CCCCCC(=O)Nc3ccccc3N)ccc2O1	-3	2	-0.2	-1	1	-2	10	-4
CC(C)NC(=O)N(C)C[C@H]1Oc2ccc(NC(=O)CCN3CCOCC3)cc2C(=O)N([C@H](C)CO)C[C@H]1C	-3	-3	26	2	-17	1	-8	0
COc1ccc(CN2C(=O)CCC2(C)c2nnnn2Cc2ccccc2)cc1OC (centres undefined)	/	/	0.0	-3	/	-2	-8	/
CCCN(C)C[C@H]1OCCCC[C@@H](C)Oc2ccc(NC(=O)Nc3ccccc3)cc2C(=O)N([C@H](C)CO)C[C@@H]1C	2	4	-0.2	3	9	5	9	4
COc1ccccc1-c1cnc(C(O)c2cccc(C)c2C)[nH]1 (centres undefined)	0	-1	-0.1	2	/	4	-9	-13
CCCOC(=O)c1ccc(NC(=O)c2cc(=O)[nH]c3ccccc23)cc1	/	/	/	-1	-11	-8	-6	/
O=C(c1ccc2nccnc2c1)N1CCCC(N2CCN(c3ccc(F)cc3)CC2)C1 (centres undefined)	-3	2	/	5	-2	-3	-1	1
C[C@@H]1CCCCO[C@H](CN(C)Cc2ccc(Cl)c(Cl)c2)[C@@H](C)CN([C@H](C)CO)C(=O)c2cc(NC(=O)C3CCCCC3)ccc2O1	-10	3	-0.1	0	-5	-7	6	-6
COc1ccc2c3c([nH]c2c1)[C@@H](CO)N(C(=O)C1CCOCC1)CC31CN(C(=O)NC(C)C)C1	/	/	1.0	1	/	12	-15	/
O=C(NCC[C@H]1CC[C@H](NS(=O)(=O)Cc2ccccc2)[C@H](CO)O1)C1CC1	2	0	0.0	2	-5	2	-12	-4
O=C(NCC[C@@H]1CC[C@@H](NS(=O)(=O)c2cccc(F)c2)[C@@H](CO)O1)Nc1cc(F)ccc1F	-20	2	0.4	1	8	-1	1	7
CCc1cccc(C)c1Nc1nc2ccccc2n2cnnc12	7	-6	-0.2	0	-13	1	-9	-1
CSC1=C(C#N)C(c2ccc(C)cc2)C2=C(CCCC2=O)N1 (centres undefined)	1	-4	/	/	-10	/	/	-11
Cc1cccc(NC(=O)c2cc(NC(=O)C3CCCCC3C(=O)O)ccc2N2CCCCC2)c1 (centres undefined)	5	0	/	/	-8	/	/	-4
CC(C)[C@H](NC(=O)[C@H](Cc1ccccc1)n1c(=O)[nH]c2ccccc2c1=O)C(=O)N[C@@H](Cc1ccccc1)C(=O)O	7	4	/	-2	-9	/	-15	-5
COc1ccc(NC(=O)CSc2nnnn2C)cc1	/	/	/	0	-3	-4	-4	/
CNC(=O)c1ccsc1NC(=O)c1ccc(Cl)s1	3	-2	0.3	-1	-3	3	-14	16
COc1ccc(NC2=C(C(C)=O)C(c3ccc4c(c3)OCO4)C(C(C)=O)C(C)(O)C2)cc1 (centres undefined)	-6	1	/	/	16	/	/	-7
COc1cc(NCCCCCCCN)c2ncccc2c1	-1	0	/	/	17	/	/	-8
CO[C@@H]1CN(C)C(=O)c2cc(NC(=O)C3CCCC3)ccc2OC[C@@H](C)N(CCC(F)(F)F)C[C@@H]1C	-39	-1	-0.1	17	-5	-1	38	1
N#Cc1ccc(C(=O)Nn2cnnc2)cc1	4	3	0.1	/	-5	3	-10	6
CC(OC(=O)C1CSC2(C)CCC(=O)N12)C(=O)Nc1ccc(F)cc1 (centres undefined)	0	-1	0.1	1	-8	4	-12	0
COc1cccc(-n2c(SCC(=O)Nc3nc4ccccc4s3)nc3ccccc3c2=O)c1	/	/	-0.3	5	/	4	-15	/
O=C(C1CCN(S(=O)(=O)c2ccc(F)cc2)CC1)N1CCOCC1	0	-2	/	/	-3	/	/	-3
COC(=O)c1ccc(CNC(=O)COC(=O)/C=C/c2cc(OC)c(OC)c(OC)c2)cc1	-17	9	-0.4	2	-2	1	-10	-2
CC(=O)NC(c1ccco1)c1cc(Cl)c2cccnc2c1O (centres undefined)	6	2	-0.2	0	/	-12	-18	-9
C/C(NCCCn1ccnc1)=C(\C#N)C(N)=O	-1	-11	/	/	21	/	/	1
CC(C)COCC1CC2(CC(C)C(=O)CC2=O)C(=O)O1 (centres undefined)	-6	3	/	/	4	/	/	-10
COc1cccc(CNC(=O)c2c(C)nn(-c3ccccc3)c2C)c1	-9	-5	0.0	-4	-3	0	-6	9
CCN(CC)CC(O)COc1ccc2c(c1)c(C(C)=O)c(C)n2-c1ccccc1 (centres undefined)	14	1	/	/	1	/	/	-4
CCc1ccc(N2C=C(C(=O)OC)C(c3cccc4ccccc34)C(C#N)=C2N)cc1 (centres undefined)	/	/	-0.6	-2	/	-2	-22	/
O=C(CNC(=O)c1ccco1)NCC(=O)OCc1c(F)cccc1Cl	3	-2	0.2	0	-5	-4	-6	4
Cc1ccc(NC(=O)CC(=O)Nc2ccc(C)c(C)c2)cc1C	0	-4	0.0	3	-8	3	-1	4
CC(C)(C)OC(=O)NCC(=O)Oc1cc2oc(=O)cc(-c3ccccc3)c2cc1Cl	/	/	0.5	5	-2	-6	-2	/
CCOc1ccc(N(C(C)C(=O)NCc2ccco2)S(C)(=O)=O)cc1 (centres undefined)	13	0	/	/	38	/	/	0
Cc1ccc(/C=C(\C#N)C(=O)Nc2ccccn2)o1	-7	-11	8.5	1	3	-2	-82	63*
COCc1cc(N2CCN(C(=O)OC(C)(C)C)C[C@H]2C)ccc1N1CC[C@H](O)C1	/	/	0.0	10	/	2	-6	/
O=C(O)CN(c1ccc2c(c1)OCCO2)S(=O)(=O)c1ccccc1	-4	-11	/	/	-5	/	/	2
COc1cccc(/C=C/C(=O)Nc2ccc3[nH]c(=O)[nH]c3c2)c1	/	/	-1.3	-1	-5	4	-10	/
O=C(NCCN1CCOCC1)c1cc(Sc2ccc(F)cc2F)nc2ccccc12	-2	-1	3.4	-1	-5	7	-13	/
COc1ccc(/C=C/CN2CCC(n3nccc3NC(=O)C3CC3)CC2)cc1	9	2	0.4	-4	-3	-1	-8	0

Eleven compounds already listed, sorted by SMILES length, largest number first.
SMILES	RAD54 branch	PglD inh	E-selectin induc	CASP6 VEID inh	ARNT TACC3 PPI	ERp5 inh	RAD52 inh	esBAF inh
COC(=O)c1ccc(CNC(=O)COC(=O)/C=C/c2cc(OC)c(OC)c(OC)c2)cc1	-17	9	-0.4	2	-2	1	-10	-2
CC(C)(C)OC(=O)NCC(=O)Oc1cc2oc(=O)cc(-c3ccccc3)c2cc1Cl	/	/	0.5	5	-2	-6	-2	/
COc1cccc(-n2c(SCC(=O)Nc3nc4ccccc4s3)nc3ccccc3c2=O)c1	/	/	-0.3	5	/	4	-15	/
CCN(CC)CC(O)COc1ccc2c(c1)c(C(C)=O)c(C)n2-c1ccccc1 (centres undefined)	14	1	/	/	1	/	/	-4
COc1cccc(/C=C/C(=O)Nc2ccc3[nH]c(=O)[nH]c3c2)c1	/	/	-1.3	-1	-5	4	-10	/
O=C(NCCN1CCOCC1)c1cc(Sc2ccc(F)cc2F)nc2ccccc12	-2	-1	3.4	-1	-5	7	-13	/
CCOc1ccc(N(C(C)C(=O)NCc2ccco2)S(C)(=O)=O)cc1 (centres undefined)	13	0	/	/	38	/	/	0
O=C(C1CCN(S(=O)(=O)c2ccc(F)cc2)CC1)N1CCOCC1	0	-2	/	/	-3	/	/	-3
Cc1ccc(NC(=O)CC(=O)Nc2ccc(C)c(C)c2)cc1C	0	-4	0.0	3	-8	3	-1	4
CC(C)COCC1CC2(CC(C)C(=O)CC2=O)C(=O)O1 (centres undefined)	-6	3	/	/	4	/	/	-10
Cc1ccc(/C=C(\C#N)C(=O)Nc2ccccn2)o1	-7	-11	8.5	1	3	-2	-82	63*
